FXIa inh = human FXIa protease inhibitors, primary screen, biochemical, 1536-well; Coagulation factor XI (Homo sapiens), P03951; purified FXIa, Boc-Glu-Ala-Arg-AMC fluorogenic substrate; inhibition, % at 5 µM; 220,000 tested, 0.14% active;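 active = inhibition of at least 40%; inactive = inhibition below 40%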;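 note: fluorescence of freed AMC excited at 355 nm; 0% = enzyme without compound and 100% = no enzyme blank; many of its hits are not listed in these tables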
Rad51 HR inh = human RAD51 strand exchange inhibitors, primary screen, biochemical, fluorescence | AID 1385, 2008 | 200,000 tested, 0.085% active | inhibition, % at 10 µM | hRad51 DNA strand exchange, fluorescence dequenching | DNA repair protein RAD51 homolog 1 (Homo sapiens), Q06609;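 active = inhibition above 40% at the single screening dose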;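 note: 0% = DMSO control wells and 100% = blanks with heterologous ssDNA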
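Material: hRad51 filaments on single-stranded DNA; Reagent: Donor/quencher-labelled 47-bp dsDNA substrate; Compound: 10 µM final, single point; Schedule: 37 °C 15-min filament assembly, 30-min compound preincubation, 15-min exchange; Technique: FRET fluorescence, excitation 485 nm, emission 520 nm; Benchmarks: control wells and blank wells on each plate.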
Wee1 degr inh = Wee1 degradation inhibitors, primary screen, cell-based, HeLa, Wee1K328M-luciferase, luminescence; reporter increase, % at 5 µM; Wee1-like protein kinase (Homo sapiens), P30291; AID 1321, 2008; HeLa Luc-Wee1K328M stability; 100% = proteasome inhibitor MG132 effect; 220,000 tested, 1.2% active;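 active = activation above the mean of all tested compounds plus 3 SD, set per screening run, cut at about 8.8% in these data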;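 note: cells exposed to compound for 20 h before luminescence read; 0% = DMSO alone and 100% = MG132 at 30 µM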
FXIIa inh = human FXIIa protease inhibitors, primary screen, biochemical, 1536-well | inhibition, % at 5 µM | 220,000 tested, 0.3% active | AID 800, 2007 | purified FXIIa, Boc-QGR-AMC fluorogenic substrate, 2 h; in the data active = inhibition above about 40%;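 note: 0% = enzyme with no compound and 100% = blank without enzyme; many of its hits are not listed in these tables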
hK5 inh = human KLK5 protease inhibitors, primary screen, biochemical, 1536-well | Kallikrein-5 (Homo sapiens), Q9Y337 | inhibition, % at 5 µM | 210,000 tested, 0.59% active | recombinant hK5, fluorogenic AMC substrate cleavage;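 active = inhibition of 40% or more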;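 note: 0% = enzyme controls without compound and 100% = no-enzyme blanks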
Target sequence (Q9Y337 67-293 limits assumed): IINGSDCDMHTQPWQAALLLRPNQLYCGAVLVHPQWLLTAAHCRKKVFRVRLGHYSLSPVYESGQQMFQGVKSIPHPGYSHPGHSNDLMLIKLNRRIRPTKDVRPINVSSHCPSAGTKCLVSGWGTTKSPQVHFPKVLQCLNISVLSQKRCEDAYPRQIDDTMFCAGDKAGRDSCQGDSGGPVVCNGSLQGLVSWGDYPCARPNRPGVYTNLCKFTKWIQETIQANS
eIF4E 4G PPI = eIF4E–eIF4G protein interaction inhibitors, primary screen, biochemical, uHTS, TR-FRET, eIF4GI fragment | TR-FRET eIF4E-eIF4GI(517-606) binding, 2 h | inhibition, % at 21.7 µM | 220,000 tested, 0.37% active;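 active = inhibition above about 30%, limit read from the data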;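 note: 0% = full FRET control wells and 100% = background wells lacking eIF4GI fragment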
14-3-3 Bad inh = inhibitors of 14-3-3 zeta/Bad binding, primary screen, biochemical, TR-FRET, bovine 14-3-3 zeta. TR-FRET 14-3-3zeta/Dy647-pBad peptide displacement, 1 h. AID 781, 2007. inhibition, % at 21.7 µM. 14-3-3 protein zeta/delta (Bos taurus), P63103. 220,000 tested, 0.71% active;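 active = inhibition above about 70%, limit read from the data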;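 note: 0% = full 14-3-3 plus peptide FRET controls and 100% = background without 14-3-3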
Target sequence (P63103 whole entry, looked up): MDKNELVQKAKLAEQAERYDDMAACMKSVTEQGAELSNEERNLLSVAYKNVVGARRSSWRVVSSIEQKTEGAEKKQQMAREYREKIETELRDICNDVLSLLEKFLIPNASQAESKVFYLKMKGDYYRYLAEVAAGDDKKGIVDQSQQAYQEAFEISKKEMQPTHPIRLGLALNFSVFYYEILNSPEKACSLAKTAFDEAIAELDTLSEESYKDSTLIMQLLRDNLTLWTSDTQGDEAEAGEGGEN
p97 ATPase inh = inhibitors of human p97 ATPase, primary screen, biochemical; recombinant p97 ATPase, Kinase-Glo ATP luminescence, 3 h; AID 1481, 2009; inhibition, % at 8 µM; 220,000 tested, 0.42% active; Transitional endoplasmic reticulum ATPase (Homo sapiens), P55072; in the data active = inhibition above about 15%;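 note: 0% = DMSO vehicle and 100% = wells lacking enzyme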
MDM2 E3 inh = MDM2-luciferase reporter signal enhancers, primary screen, MDM2 E3 ligase inhibitor project, cell-based, luminescence, 1536-well | cell-based MDM2 ubiquitination luciferase reporter, 2 h; 0 = plate control, 100 = twice control, blank-subtracted | 210,000 tested, 0.11% active | signal enhancement, % at 5 µM | E3 ubiquitin-protein ligase Mdm2 (Homo sapiens), Q00987;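 active = signal enhancement of 30% or more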;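 note: luminescence tracks abundance of the self-degrading MDM2-luciferase fusion protein; higher signal means inhibition of MDM2 E3 ligase activity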
Target sequence (Q00987 whole entry, looked up, the tested form may be a part): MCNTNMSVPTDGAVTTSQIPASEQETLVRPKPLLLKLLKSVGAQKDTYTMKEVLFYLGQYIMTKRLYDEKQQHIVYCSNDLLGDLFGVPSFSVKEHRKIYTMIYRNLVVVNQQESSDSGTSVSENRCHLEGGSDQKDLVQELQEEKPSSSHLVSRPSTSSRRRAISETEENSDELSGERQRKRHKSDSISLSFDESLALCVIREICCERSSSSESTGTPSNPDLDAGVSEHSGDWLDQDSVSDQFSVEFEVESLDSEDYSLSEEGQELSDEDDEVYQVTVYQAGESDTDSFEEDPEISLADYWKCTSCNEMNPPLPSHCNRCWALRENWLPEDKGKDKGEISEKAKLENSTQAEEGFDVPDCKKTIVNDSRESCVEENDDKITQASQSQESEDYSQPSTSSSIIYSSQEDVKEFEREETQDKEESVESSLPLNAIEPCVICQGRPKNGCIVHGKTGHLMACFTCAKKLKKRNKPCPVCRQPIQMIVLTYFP
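Buffer or medium: Cells held in DMEM | Assay system: Stable mammalian line carrying autodegrading MDM2–luciferase fusion reporter | Quantity: 2000 cells/well | Times: 4 h settle plus 2 h compound, 37 °C | Doses: One concentration, 5 µM, with 0.2% DMSO | Technique: Luminescence with SteadyLite reagent, 15 min at room temperature | Benchmarks: Plate controls and plate blanks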
Numbers without * were called inactive; / = not tested or not shown; [ ] = dose if it differs, or a comment.

Below each compound – FXIa inh	Rad51 HR inh	Wee1 degr inh	FXIIa inh	hK5 inh	eIF4E 4G PPI	14-3-3 Bad inh	p97 ATPase inh	MDM2 E3 inh
C=CCN1C(=O)C(Cc2ccc(OCC)cc2)S/C1=N\N=C\c1cccs1 (stereo not drawn)
→ -8	-4	4	3	-10	-21	5	-2	/
O=C(NCc1ccc2c(c1)OCO2)c1ccc(NS(=O)(=O)c2ccc3c(c2)OCCO3)cc1
→ 5	2	-1	7	15	5	-6	5	-11
Cc1noc(C(F)(F)F)c1C(=O)NNC(=O)c1cccc(C(F)(F)F)c1
→ -1	14	-2	3	1	3	-1	5	-6
COc1ccc(CC(=O)Nc2c3c(nn2C(C)(C)C)CS(=O)C3)cc1 (stereo not drawn)
→ -8	-7	1	2	1	3	0[fluorescence artefact?]	4	-11
COC(=O)c1ccccc1N/C=C/C(=O)c1ccc(Br)cc1
→ 9	-4	7	14	-17	3	-14	0	-1
CSc1ccc(/C=N/NC(=O)c2cccs2)cc1
→ -4	/	3	-2	-2	2	0	1	-33
CC(C)(Oc1ccc(Cl)cc1)C(=O)OCC(=O)Nc1ncc(Cl)cc1Cl
→ 2	4	-4	17	0	-3	88*	-7	-3
CCC(C)C(NC(=O)C1CCC(C)CC1)C(=O)Nc1ccc(OC)cc1OC (stereo not drawn)
→ 5	4	1	-4	-24	1	-11	1	-5
C/C(CCc1ccc2c(c1)OCO2)=N\NC(=S)NC(C)C
→ -5	3	-3	1	-5	-5	3	-7	-15
Cc1ccc(NC(=O)CCn2cnc3ccccc3c2=O)cc1
→ 11	/	-2	13	21	2	-6	-6	-16
CCOC(=O)c1[nH]c2ccc(OC)cc2c1NC(=O)CCN1CCSCC1
→ 5	/	0	9	-10	2[fluorescence artefact?]	7	2	-5
CC(C)(C)n1nnnc1C(c1cccnc1)N(Cc1ccccc1)Cc1ccco1 (stereo not drawn)
→ -4	/	0	-5	0	2	-3[fluorescence artefact?]	-8	-11
O=C(/C=C/c1ccc(Cl)cc1)NCc1ccncc1
→ 15	-33	-2	19	-8	-4	14	-2	-39
Cc1cccc(C)c1OCC(=O)Nc1ccccc1C(F)(F)F
→ -1	-2	2	/	3	-1	-4	0	4
O=C(Nc1ccn(Cc2c(F)c(F)c(F)c(F)c2F)n1)c1ccc(COc2ccccc2Cl)cc1
→ -4	4	1	0	-2	0	11	4	-2
Cc1ccc(S(=O)(=O)N2CCC(C(=O)NCc3cccnc3)CC2)cc1
→ 0	6	1	19	-11	13	20	2	-6
CCC(C)NC(=O)C1CCN(C(=O)c2ccccc2)CC1 (stereo not drawn)
→ 1	/	1	5	-16	-3	10[fluorescence artefact?]	-1	6
CC(C)NC(=O)NC(=O)COC(=O)c1ccc(NC(=O)CC#N)cc1
→ 0	1	0	13	3	1[fluorescence artefact?]	-2[fluorescence artefact?]	0	-1
O=C(O)CCC(=O)Nc1cccc2cccnc12
→ 2	-2	-2	7	5	-1	-2	5	7
CCOC(=O)c1cc(C)nc(Sc2ccc(C)cc2)c1C#N
→ 0	4	0	5	3	7	2	-1	-8

Record cards (already shown).
Entry for O=C(O)CCC(=O)Nc1cccc2cccnc12 → FXIa inh: 2; Rad51 HR inh: -2; Wee1 degr inh: -2; FXIIa inh: 7; hK5 inh: 5; eIF4E 4G PPI: -1; 14-3-3 Bad inh: -2; p97 ATPase inh: 5; MDM2 E3 inh: 7
Entry for O=C(/C=C/c1ccc(Cl)cc1)NCc1ccncc1 → FXIa inh: 15; Rad51 HR inh: -33; Wee1 degr inh: -2; FXIIa inh: 19; hK5 inh: -8; eIF4E 4G PPI: -4; 14-3-3 Bad inh: 14; p97 ATPase inh: -2; MDM2 E3 inh: -39

(list continues)
Below each compound – FXIa inh	Rad51 HR inh	Wee1 degr inh	FXIIa inh	hK5 inh	eIF4E 4G PPI	14-3-3 Bad inh	p97 ATPase inh	MDM2 E3 inh
O=C(CCSCc1ccccc1F)N1CCN(c2ccccn2)CC1
→ -10	/	6	-7	-15	/	/	-2	-13
N#CCCN1CCN(C(=S)c2ccc(-c3ccc(Cl)c(Cl)c3)o2)CC1
→ 5	-1	0	13	5	-6	2	1	-6
Cc1ccc(S(=O)(=O)Nc2cccc(-c3ccc4nnc(C)n4n3)c2)s1
→ -2	0	1	8	-1	-3	-9	2	8
O=C(COC(=O)CCC(=O)c1cccs1)Nc1ccccc1[N+](=O)[O-]
→ -1	-6	2	3	6	2	-9	0	-7
O=C(NC1CCCCC1)N1CCN(CCc2ccccc2)CC1
→ 0	8	-4	9	-19	5	4	2	-6
CCOC(=O)/C(C#N)=C/N=c1ccc(C)cn1C
→ 33	-8	-2	104*	43*	-1	-1	-10	-9
CNC(=O)N1CCN(C(=O)NC)CC1
→ -16	3	1	-1	1	4[fluorescence artefact?]	-1	4	-8
CSc1ccccc1C(=O)N1CCN(c2cccc(Cl)c2)CC1
→ -1	6	-1	/	4	0	-8	-4	2
Oc1ccc2ccccc2c1N=Nc1ccccc1F
→ 5	-2	2	11	6	0	4	-8	-51
COc1ccc(C2C(C#N)=C(N)Oc3cc4c(cc32)OCO4)cc1 (stereo not drawn)
→ 8	-7	-1	19	1	6	-7	-4	-7
O=c1cc(N2CCN(c3ccccc3Cl)CC2)[nH]c(=O)n1Cc1ccc(F)cc1
→ 0	/	6	18	-1	-11	3	0	-16
Cn1c(/N=C/c2c[nH]c3ccccc23)nc2ccccc21
→ 7	-1	6	-3	-6	3[fluorescence artefact?]	-3[fluorescence artefact?]	3	13
NC(=S)N/N=C/c1cc([N+](=O)[O-])ccc1Cl
→ -1	5	3	-3	-3	-1	-3	1	-7
O=C(CCc1nnc(C2(c3ccc(Cl)cc3)CCC2)o1)NCCCn1cccn1
→ -2	8	-3	5	-1	2	-5	3	17
Cc1ccc(NC(=O)c2nsc(Cl)c2Cl)cc1
→ 7	-17	3	8	2	0	-4	3	-39
CC(=O)c1cnc2c(C(=O)O)cnn2c1C
→ -3	-3	-1	11	-27	5	9	1	-9
Cc1ccc(S(=O)(=O)N(C)C)cc1NC(=O)CSc1nnnn1-c1ccc(O)cc1
→ 12	-14	-2	7	0	0	-8	5	-8
O=C(NC1CCCCC1)C(c1ccco1)N(C(=O)c1csnn1)C1CCCC1 (stereo not drawn)
→ 2	/	-1	15	-9	-2[fluorescence artefact?]	2[fluorescence artefact?]	1	1
O=S(=O)(Nc1ccc(Cl)cn1)c1cccc(S(=O)(=O)c2ccccc2)c1
→ -1	-28	1	5	1	-1	-8	1	-2
CCOc1ccccc1NC(=S)N(CCC(C)C)C1CCN(C(C)=O)CC1
→ -4	-3	3	6	-12	2	-7	-1	-37

Of the compounds above, these have a nitro group on carbon:
Below each compound – FXIa inh	Rad51 HR inh	Wee1 degr inh	FXIIa inh	hK5 inh	eIF4E 4G PPI	14-3-3 Bad inh	p97 ATPase inh	MDM2 E3 inh
O=C(COC(=O)CCC(=O)c1cccs1)Nc1ccccc1[N+](=O)[O-]
→ -1	-6	2	3	6	2	-9	0	-7
NC(=S)N/N=C/c1cc([N+](=O)[O-])ccc1Cl
→ -1	5	3	-3	-3	-1	-3	1	-7

(next part)
| structure | FXIa inh | Rad51 HR inh | Wee1 degr inh | FXIIa inh | hK5 inh | eIF4E 4G PPI | 14-3-3 Bad inh | p97 ATPase inh | MDM2 E3 inh |
| --- | --- | --- | --- | --- | --- | --- | --- | --- | --- |
| CC(C)COC(=O)C(C#N)c1nc2ccccc2nc1N1CCN(Cc2ccccc2)CC1 (stereo not drawn) | 0 | -8 | 1 | 3 | -9 | -4 | -7 | 1 | -9 |
| CCN(CC)C(=O)Nc1ccc(C(=O)OC)cc1 | -5 | -5 | -1 | 12 | -10 | -2 | 0[fluorescence artefact?] | 2 | -4 |
| CN(C)CCC(=O)N1c2ccccc2Sc2ccc(Cl)cc21 | -2 | -10 | -1 | 4 | 0 | -2 | -4 | 7 | 16 |
| COc1cc(C=C2C(=O)OC(c3ccccc3)OC2=O)cc(Br)c1O (stereo not drawn) | 6 | 8 | -3 | 14 | 8 | 3 | 13 | 0 | -9 |
| Cc1cccc(C=Nc2ccc3c(c2)oc2ccccc23)c1O | 1 | 2 | -3 | 7 | -8 | 4[fluorescence artefact?] | 1 | 0 | -19 |
| COc1cccc(NC(=O)CCCn2c(=S)[nH]c3ccccc3c2=O)c1 | -9 | -9 | -1 | 0 | 0 | 1 | 9[fluorescence artefact?] | 6 | -11 |
| O=[N+]([O-])c1ccccc1CNC1CCCc2ccccc21 (stereo not drawn) | -5 | 16 | -1 | 3 | -1 | -2 | 11 | 1 | -6 |
| Cc1ccc(Oc2ncccc2NC(=O)CCCC(=O)O)c2c1CCC2 | 1 | 14 | -1 | 7 | 2 | 2 | -2 | 5 | -3 |
| CCc1ccc(C2NC(C(=O)O)CS2)cc1 (stereo not drawn) | 4 | 2 | 2 | 7 | -27 | 3 | 14[fluorescence artefact?] | 4 | -2 |
| O=C(CN1CCOCC1)NCCC12CC3CC(CC(C3)C1)C2 | -1 | 2 | 5 | 5 | -15 | 3 | 21[fluorescence artefact?] | -1 | -12 |
| COc1ccc(N2CCN(C(=O)CN(Cc3ccccc3)S(C)(=O)=O)CC2)cc1 | -4 | / | 3 | 6 | -7 | -1 | 6 | 2 | -3 |
| Cc1cc(NC(=O)CCC(=O)N(c2ccccc2)C(C(=O)NC2CCCC2)c2ccccc2)no1 (stereo not drawn) | 0 | 3 | 2 | 12 | -3 | 2 | -7[fluorescence artefact?] | -4 | 5 |
| CCC1=C(OC(=O)N(CC)CC)N2C(=O)OC(=NCC(=O)OC)[C@]2(C)[C@H]2C1=CC[C@H]1C(=O)NC(=O)[C@H]12 | -5 | 0 | / | 0 | -5 | 0 | -7 | / | 18 |
| c1ccc2c(c1)CCCN2c1nc2ccccc2n2cnnc12 | 6 | -1 | -1 | 15 | -10 | -8 | 8 | -2 | -17 |
| O=C(NC1CC2CCC(C1)N2C(=O)NCc1ccccc1)NC12CC3CC(CC(C3)C1)C2 (stereo not drawn) | -7 | / | 1 | 8 | -27 | -6[fluorescence artefact?] | 2[fluorescence artefact?] | -5 | 5 |
| O=c1[nH]c(=O)c2ncc(-c3ccc(Cl)cc3)nc2[nH]1 | -1 | 3 | 0 | / | -7 | 1 | -2 | 7 | -16 |
| CCCOC(=O)C(C)n1cnc2sc(C)c(C)c2c1=O (stereo not drawn) | 2 | / | 0 | 20 | -13 | -7 | 1 | 2 | -5 |
